# Bioassay records deposited in PubChem BioAssay by National Center for Advancing Translational Sciences (NCATS).
# POLH inh = inhibitors of human DNA polymerase eta; AID 588591; recombinant Pol eta, fluorescent DNA replication assay; 390,000 tested, 1.2% active; Q9Y253; Potency, µM (highest dose often 114 µM), for the others: top-dose activity change, negative = inhibition, hits mostly inhibitors
# Target sequence (Q9Y253 whole entry, looked up): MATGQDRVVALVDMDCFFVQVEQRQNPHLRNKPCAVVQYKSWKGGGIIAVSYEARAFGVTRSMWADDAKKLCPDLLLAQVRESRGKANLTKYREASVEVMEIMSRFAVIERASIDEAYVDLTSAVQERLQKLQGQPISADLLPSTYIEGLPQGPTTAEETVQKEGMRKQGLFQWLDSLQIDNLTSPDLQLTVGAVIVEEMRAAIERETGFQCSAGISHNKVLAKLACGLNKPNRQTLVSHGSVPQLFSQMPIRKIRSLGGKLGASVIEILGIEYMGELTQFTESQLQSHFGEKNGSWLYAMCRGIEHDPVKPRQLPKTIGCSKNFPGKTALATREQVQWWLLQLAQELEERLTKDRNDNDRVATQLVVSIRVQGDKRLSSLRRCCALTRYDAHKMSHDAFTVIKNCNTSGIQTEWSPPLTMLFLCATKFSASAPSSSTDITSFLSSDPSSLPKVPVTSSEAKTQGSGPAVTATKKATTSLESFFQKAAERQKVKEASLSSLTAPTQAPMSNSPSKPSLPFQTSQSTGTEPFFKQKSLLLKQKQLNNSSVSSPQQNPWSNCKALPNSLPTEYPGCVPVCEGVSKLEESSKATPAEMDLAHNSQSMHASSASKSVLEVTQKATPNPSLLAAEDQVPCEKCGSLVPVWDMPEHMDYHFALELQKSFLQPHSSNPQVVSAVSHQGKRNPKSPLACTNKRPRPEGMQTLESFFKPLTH
#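 Fluorescent replication assay: 50 nM final substrate added after a 15 min room-temperature compound preincubation with 10 nM enzyme. Signal taken at 0 min and again at 10 min.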
# APE1 inh = APE1 (human) endonuclease inhibition | P27695 | recombinant APE1, TAMRA/BHQ-2 abasic DNA cleavage fluorescence | Potency, µM (doses to about 65.8 µM), for the others: at the top dose activity change, negative = inhibition, actives largely listed as inhibitors | 350,000 tested, 0.35% active | AID 2517;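 note: plate controls were vehicle for no effect and reference inhibitor for full effect; nearly all actives have a fitted effect of over 55% in size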
# Target sequence (P27695 whole entry, looked up): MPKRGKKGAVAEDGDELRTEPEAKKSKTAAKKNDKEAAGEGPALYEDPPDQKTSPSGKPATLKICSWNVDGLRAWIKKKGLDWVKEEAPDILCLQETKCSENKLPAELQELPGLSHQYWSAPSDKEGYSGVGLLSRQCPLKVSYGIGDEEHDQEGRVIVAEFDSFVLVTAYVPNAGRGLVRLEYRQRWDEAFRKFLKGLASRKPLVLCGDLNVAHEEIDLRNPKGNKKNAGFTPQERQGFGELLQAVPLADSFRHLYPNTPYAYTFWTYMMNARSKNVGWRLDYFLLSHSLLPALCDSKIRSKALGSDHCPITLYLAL
#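 Step 1: APE1 (0.75 nM) with compound, 15 min RT. Step 2: add 50 nM fluorophore/quencher THF duplex. Step 3: three fluorescence reads 60 s apart (525/598 nm); read 3 minus read 1 = reaction progress.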
# POLK inh = blocks human DNA polymerase kappa activity. purified Pol kappa, fluorescent DNA synthesis assay, 10 min. Potency, µM (series often up to 107 µM), without a hit: at the highest dose activity, negative = inhibition, most hits filed as inhibitors. 400,000 tested, 0.53% active
#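 10 nM Pol kappa preincubated 15 min at room temperature with compounds, then reaction started with substrate at 50 nM final. Fluorescence read kinetically at 0 and 10 min; buffer-only wells served as negative control.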
# Anesthetic bind = binds horse apoferritin like a general anesthetic. P02791. apoferritin/1-aminoanthracene competitive binding, fluorescence. 350,000 tested, 0.074% active. Potency, µM (titrated, usually from 77.5 µM), inactives show at the highest dose activity change, negative = displacement, usual class: inhibitors; note: nearly all actives have a fitted effect of over 20% in size
#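 Apoferritin-based anesthetic binding model; compound displacement of fluorescent 1-AMA measured as endpoint fluorescence after 10 minutes at room temperature, scaled to free-ligand and complex controls.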
# POLB inh = inhibitors of human DNA polymerase beta | P06746 | Pol beta primer extension/strand displacement, fluorescence kinetic | Potency, µM (top dose mostly 114 µM), for inactives: at the top dose activity change, negative = inhibition, hits mostly inhibitors | 340,000 tested, 1.3% active | AID 485314
#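 Kinetic readout of DNA synthesis with strand displacement by Pol beta. Compound and 10 nM enzyme sit 15 min at room temperature; 50 nM substrate starts the reaction, read immediately and at 10 min.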
# Active calls of the source: *; ? = inconclusive; . = no result given; & = joins results of further samples; [ ] = dose if it differs, or a comment. Calls come from the whole dose curve; as a rule, active = well fitted curve in the direction sought with a large enough effect; inconclusive = small, poorly fitted or top-dose-only effect, or another doubt; inactive = no such curve, though single readings can be large; an effect the other way counts as inactive or inconclusive. Unless noted, % is set by controls: 0 for no effect and ±100 for the full control effect; potency is the fitted concentration of half-maximal effect. Not all compounds are listed; count on the stated rates, not on these rows.
# Keys – A = POLH inh; B = APE1 inh; C = POLK inh; D = Anesthetic bind; E = POLB inh
[1] CCCCCCCCCCOc1cc(OCCCCCCCCCC)cc(N(CC(=O)O)CC(=O)O)c1
  A = .; B = 1.1%; C = ?; D = -21.3%; E = .
[2] C=C[C@](C)(O)CCC1C(=C)CCC2[C@@](C)(CO)CCC[C@@]12C (some centres undefined)
  A = .; B = -0.9%; C = -3.9%[60.1 µM]; D = -14.5%; E = .
[3] CC1(C)S[C@@H]2[C@H](NC(=O)C(N)c3ccccc3)C(=O)N2[C@H]1C(=O)O (some centres undefined)
  A = .; B = 12.6µM*; C = -7.1%[12 µM]; D = -0.3%[29.3 µM]; E = .
[4] O=c1c(O)c(-c2ccccc2)oc2ccc3occc3c12
  A = .; B = -1.5%; C = -1.8%[60.1 µM]; D = -20.9%; E = .
[5] CC(C)CCCC(C)C1CCC2C3CC=C4CC(=O)CC[C@@]4(C)C3CC[C@@]12C (some centres undefined)
  A = .; B = ?; C = -5.6%[60.1 µM]; D = -18.7%; E = .
[6] Cc1cc(=O)oc2cc(NC(=O)CC(N)C(=O)O)ccc12 (centres undefined)
  A = .; B = 21.5%; C = -8.0%[12 µM]; D = 0.5%; E = .
[7] CC[C@H](C)[C@H](NC(=O)[C@H](CC(C)C)NC(=O)[C@H](CC(N)=O)NC(=O)[C@@H](NC(=O)[C@@H](N)Cc1ccc(O)cc1)[C@@H](C)CC)C(=O)N[C@@H](Cc1ccc(O)cc1)C(=O)N[C@@H](CCCN=C(N)N)C(=O)N[C@@H](CC(C)C)C(=O)N[C@@H](CCCN=C(N)N)C(=O)N[C@@H](Cc1ccc(O)cc1)C(N)=O
  A = .; B = -0.5%; C = 15.4%[60.1 µM]; D = 1.2%; E = .
[8] CCCCCCCCC(C)O (centres undefined)
  A = .; B = -3.1%; C = -9.1%[12 µM]; D = -10.2%; E = .
[9] CC[C@H](C)[C@H](NC(=O)[C@H](Cc1ccc(O)cc1)NC(=O)[C@H](Cc1cnc[nH]1)NC(=O)[C@H](CCCNC(=N)N)NC(=O)[C@H](CC(C)C)NC(=O)[C@H](C)NC(=O)[C@H](CO)NC(=O)[C@H](Cc1ccc(O)cc1)NC(=O)[C@H](Cc1ccc(O)cc1)NC(=O)[C@H](CCCNC(=N)N)NC(=O)[C@H](C)NC(=O)[C@H](CCSC)NC(=O)[C@H](CC(=O)O)NC(=O)[C@H](CCC(=O)O)NC(=O)[C@H](C)NC(=O)[C@@H]1CCCN1C(=O)[C@H](C)NC(=O)[C@H](CC(=O)O)NC(=O)[C@H](CCC(=O)O)NC(=O)CNC(=O)[C@@H]1CCCN1C(=O)[C@H](CC(N)=O)NC(=O)[C@H](CC(=O)O)NC(=O)[C@@H]1CCCN1C(=O)[C@H](CCCCN)NC(=O)[C@H](CO)NC(=O)[C@@H]1CCCN1C(=O)[C@@H](N)Cc1ccc(O)cc1)C(=O)N[C@@H](CC(N)=O)C(=O)N[C@@H](CC(C)C)C(=O)N[C@H](C(=O)N[C@H](C(=O)N[C@@H](CCCNC(=N)N)C(=O)N[C@@H](CCC(N)=O)C(=O)N[C@@H](CCCNC(=N)N)C(=O)N[C@@H](Cc1ccc(O)cc1)C(N)=O)[C@@H](C)O)[C@@H](C)CC
  A = .; B = 1.6%; C = 10.8%[60.1 µM]; D = -18.4%; E = .
[10] CC[C@H](C(=O)[C@H](C)[C@H](O)[C@H](C)CCc1ccc(C)c(O)c1C(=O)O)[C@H]1O[C@](CC)([C@@H]2CC[C@@](O)(CC)[C@H](C)O2)C[C@H]1C
  A = .; B = -0.6%[21 µM]; C = -7.9%[12 µM]; D = -11.8%[29.3 µM]; E = .
[11] Brc1ccc(C2=N[C@@H](Cc3ccccc3)CO2)cc1
  A = .; B = -5.5%; C = -14.3%; D = -9.2%[110 µM]; E = .
[12] C=C(C)C1CC[C@]2(CO)CC[C@@]3(C)[C@H](CCC4[C@@]5(C)CCC(O)C(C)(C)C5CC[C@@]43C)C12 (some centres undefined)
  A = .; B = 5.3%; C = -11.1%[60.1 µM]; D = 2.5%; E = .
[13] COc1cccc(/C=C/C(=O)O)c1C(C)C
  A = .; B = -2.1%; C = 1.9%[60.1 µM]; D = 2.6%; E = .
[14] O=C(Nc1ccc(Cl)cc1)OCCN1CCN(Cc2ccccc2)CCC1=O
  A = .; B = 11.1%; C = -5.2%[60.1 µM]; D = -1.2%[110 µM]; E = .
[15] C1CCN2C[C@H]3C[C@H](CN4CCCCC34)C2C1 (some centres undefined)
  A = .; B = 11.0%&1.0%; C = -8.2%&2.5%[60.1 µM]; D = 9.6%&4.2%; E = .
[16] Cc1ncc(C[n+]2csc(CCOP(=O)(O)OP(=O)(O)O)c2C)c(N)n1
  A = .; B = -3.5%; C = -2.2%&1.0%[60.1 µM]; D = 0.9%; E = .
[17] Cc1cc(=O)oc2cc(O)c(O)cc12
  A = .; B = 8.1%; C = -6.4%[60.1 µM]; D = -0.3%; E = .
[18] Cc1n[nH]c(=O)[nH]c1=O
  A = .; B = 14.1%[21 µM]; C = -5.3%[12 µM]; D = 7.0%[29.3 µM]; E = .
[19] COC(=O)[C@@H]1OC(c2ccccc2)O[C@H]1C(=O)OC
  A = .; B = -6.7%; C = 19.4%[60.1 µM]; D = -1.2%; E = .
[20] C[C@@H]1OC(Oc2ccccc2-c2cc(=O)c3c(O)cc(O)c([C@@H]4O[C@H](CO)[C@@H](O)[C@H](O)[C@H]4O)c3o2)[C@H](O)[C@H](O)[C@H]1O (some centres undefined)
  A = .; B = ?; C = ?; D = 2.3%; E = .
[21] C=C1CC[C@H](O)C/C1=C/C=C1\CCC[C@]2(C)[C@H]1CC[C@H]2[C@@H](C)/C=C\[C@@H](C)C(C)C
  A = .; B = 18.1%[21 µM]; C = -6.5%[12 µM]; D = 6.0%[29.3 µM]; E = .
[22] CCCCCCCCCCCCCc1ccco1
  A = .; B = -2.3%; C = -8.4%[60.1 µM]; D = 1.7%; E = .
[23] CC(C)C[C@H](NC(=O)[C@H](Cc1cnc[nH]1)NC(=O)[C@@H](N)Cc1cnc[nH]1)C(=O)NCC(=O)NCC(=O)N[C@@H](C)C(=O)N[C@@H](CCCCN)C(=O)N[C@@H](CCC(N)=O)C(=O)N[C@@H](C)C(=O)NCC(=O)N[C@@H](CC(=O)O)C(=O)N[C@H](C(=O)O)C(C)C
  A = .; B = -3.2%; C = 16.5%[60.1 µM]; D = -6.1%; E = .
[24] NCCCNCCCCNCCCNC(=O)CCc1ccc(O)cc1
  A = .; B = 17.9%[12.4 µM]; C = -11.2%[12 µM]; D = 8.5%[15.3 µM]; E = .
[25] C=C1C(N)CC2CC1C2(C)C (centres undefined)
  A = .; B = -2.4%; C = -6.1%[60.1 µM]; D = -5.1%; E = .
[26] O=Nc1c(O)[nH]c2c(Cl)c(Cl)ccc12
  A = .; B = 7.3%; C = -7.4%[12 µM]; D = -22.5%; E = .
[27] COc1ccc(C=C2c3ccccc3C(=O)c3ccccc32)cc1O
  A = .; B = ?; C = 0.3%[60.1 µM]; D = -2.3%; E = .
[28] CCCCC/C=C\C/C=C\C/C=C\C=C\C(=O)CCCC(=O)O
  A = .; B = 1.9%&-0.5%; C = 7.8%[19.4 µM]; D = 2.0%; E = .
[29] Cc1ccccc1-c1ccc(C(=O)O)s1
  A = .; B = 1.3%[120 µM]; C = -9.9%; D = -1.0%[163 µM]; E = .
[30] O=C(/C=C/c1ccc(O)c(O)c1)O[C@H]1C[C@@](O)(C(=O)O)CC(O)C1O (some centres undefined)
  A = .; B = -5.4%; C = -10.5%[60.1 µM]; D = 2.7%; E = .
[31] CC[C@H](C)[C@@H]1NC(=O)[C@H](Cc2ccc(O)cc2)NC(=O)[C@@H](N)CSSC[C@@H](C(=O)N2CCC[C@H]2C(=O)N[C@@H](CC(C)C)C(=O)NCC(N)=O)NC(=O)[C@H](CC(N)=O)NC(=O)[C@H](CCC(N)=O)NC1=O
  A = .; B = 14.1%; C = -9.9%[12 µM]; D = -5.8%; E = .
[32] Nc1nc2[nH]c(=O)[nH]c2c(=O)[nH]1
  A = .; B = -1.3%; C = -3.2%[60.1 µM]; D = 0.5%; E = .
[33] CN(C)CCCO[C@H]1[C@@H]2OC(C)(C)O[C@@H]2O[C@@H]1[C@H](O)CO
  A = .; B = 2.0%[21 µM]; C = -5.8%[12 µM]; D = -10.1%[29.3 µM]; E = .
[34] Cc1nn(-c2ccccc2)c(NC(=O)NS(=O)(=O)c2ccc(Cl)cc2)c1C#N
  A = .; B = 0.7%; C = 16.2%[60.1 µM]; D = 1.7%; E = .
[35] CC(C)=CCC/C(C)=C/CC/C(C)=C/CC/C(C)=C/CC/C(C)=C/CC/C(C)=C/CC/C(C)=C/CC/C(C)=C/CC/C(C)=C/CO
  A = .; B = 3.8%&3.3%; C = -11.1%&-0.6%[60.1 µM]; D = -3.2%&-3.6%; E = .
[36] COc1cc(=O)n(C)c2c(OC[C@@H](O)C(C)(C)O)cccc12
  A = .; B = 0.2%[21 µM]; C = -3.4%[12 µM]; D = 1.6%[29.3 µM]; E = .
[37] COc1ccc(C(=O)c2ccccc2)c(O)c1O
  A = .; B = -3.7%; C = 10µM*; D = -9.1%; E = .
[38] CC[C@]1(c2ccccc2)NC(=O)N(C)C1=O
  A = .; B = 0.5%[21 µM]; C = -5.4%[12 µM]; D = 3.3%[29.3 µM]; E = .
[39] CCC1(c2ccc(O)cc2)NC(=O)N(C)C1=O (centres undefined)
  A = .; B = ?; C = 13.6%[60.1 µM]; D = 1.8%; E = .
[40] CC(C)c1c(O)ccc2c1CCC1C(C)(C)CCC[C@@]21C (some centres undefined)
  A = .; B = 0.7%; C = ?; D = -1.4%; E = .
[41] COc1ccc2c(=O)c(CC(=O)O)coc2c1
  A = .; B = 0.3%; C = -2.2%[60.1 µM]; D = -6.9%; E = .
[42] Nc1c(O)cccc1C(=O)C[C@@H](N)C(=O)O
  A = .; B = -4.5%[21 µM]; C = ?; D = 2.4%[29.3 µM]; E = .
[43] CC(C)=CCC/C(C)=C/CC/C(C)=C/CSc1ccccc1C(=O)O
  A = 31.6µM*; B = -5.8%; C = .; D = .; E = ?
[44] NC(=S)NCCCC(N)C(=O)O (centres undefined)
  A = -4.0%[57.1 µM]; B = -3.1%; C = .; D = .; E = 21.4%[57.1 µM]
[45] CC(C)CN(C)c1nc(N)c(C(=O)N=C(N)N)nc1Cl
  A = -4.1%[57.1 µM]; B = 0.3%; C = .; D = .; E = 6.1%[57.1 µM]
[46] COc1ccc2c(c1)c(CC(=O)O)c(C)n2Cc1ccc(F)cc1
  A = 0.7%[57.1 µM]; B = -1.5%; C = .; D = .; E = 6.9%[57.1 µM]
[47] OC[C@H]1O[C@@H](n2cnc3c(NCCc4ccccc4)ncnc32)[C@H](O)[C@H]1O
  A = -1.6%[57.1 µM]; B = -2.1%; C = .; D = .; E = 7.5%[57.1 µM]
[48] CN1CCc2cc(Cl)c(O)cc2C(c2ccccc2)C1 (centres undefined)
  A = -1.9%[57.1 µM]; B = -0.5%; C = .; D = .; E = 8.5%[57.1 µM]
[49] NCC1OC(O[C@@H]2[C@H](O)[C@@H](OC3C(O)C(N)CC(N)C3OC3OC(CO)C(O)C(O)C3N)O[C@@H]2CO)C(N)C(O)C1O (some centres undefined)
  A = -0.7%[57.1 µM]; B = 1.6%; C = .; D = .; E = 15.0%[57.1 µM]
[50] CN1CCc2c(cc(O)c(O)c2Cl)C(c2cccc(Cl)c2)C1 (centres undefined)
  A = -2.1%[57.1 µM]; B = -7.4%; C = .; D = .; E = 2.2%[57.1 µM]
[51] COc1cc2c(cc1O)CCC1C2CC[C@]2(C)[C@@H](O)CC[C@@H]12 (some centres undefined)
  A = -5.1%[57.1 µM]; B = 5.2%; C = .; D = .; E = 17.2%[57.1 µM]
[52] O=C(O)CC[C@H](NC(=O)c1ccccc1C(=O)O)C(=O)O
  A = -2.9%[57.1 µM]; B = -1.0%; C = .; D = .; E = 15.1%[57.1 µM]

# Compounds above with a furan ring, fused or not:
# Keys – A = POLH inh; B = APE1 inh; C = POLK inh; D = Anesthetic bind; E = POLB inh
[4] O=c1c(O)c(-c2ccccc2)oc2ccc3occc3c12
  A = .; B = -1.5%; C = -1.8%[60.1 µM]; D = -20.9%; E = .
[22] CCCCCCCCCCCCCc1ccco1
  A = .; B = -2.3%; C = -8.4%[60.1 µM]; D = 1.7%; E = .
